Compound activity deposited in PubChem by The Scripps Research Institute Molecular Screening Center.
PLC-gamma1 inh – blocks human PLC-gamma1 enzyme activity; inhibition, % at 12.2 µM; purified PLC-gamma1, fluorogenic substrate, fluorescence; P19174; 0.84% of 370,000 active; AID 720700; in the data active = inhibition above about 9.5%
SIAE inh – inhibitors of human sialic acid acetylesterase SIAE | Q9HAT2 | SIAE FP-Rh probe binding, fluorescence polarization | 0.69% of 370,000 active | inhibition, % at 9.66 µM;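 active = inhibition above a cutoff: mean of compounds within the control limits plus 3 SD of those, cut at about 17% in these data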;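 note: 0% = plate median of compound wells and 100% = probe without SIAE protein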
ASAP1 GAP inh – ASAP1 ArfGAP inhibition; Q9ULH1; ASAP1-stimulated ARF1 GTP hydrolysis, GDP FP detection; inhibition, % at 16.5 µM; 0.19% of 360,000 active; AID 624377; in the data active = inhibition above about 25%;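 note: 0% = vehicle with enzyme and substrate and 100% = no enzyme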
ADAM10 inh – ADAM10 inhibition, QFRET primary screen; inhibition, % at 7 µM; 0.62% of 370,000 active; recombinant ADAM10, EDANS/DABCYL FRET peptide cleavage, 3 h; AID 720582;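 active = inhibition above a per-campaign cutoff equal to the mean of compounds falling between control-based bounds plus 3 SD, cut at about 20% in these data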;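 note: 0% = DMSO wells while the 100% control is not disclosed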
PLC-beta3 inh – blocks human PLC-beta3 enzyme activity; 0.18% of 370,000 active; inhibition, % at 12.2 µM; Purified PLC-beta3, fluorogenic substrate, fluorescence; in the data active = inhibition above about 11%;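 note: 0% = median of compound wells on plate and 100% = full blocker control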
ARFGAP1 inhibitor – inhibitors of rat ARFGAP1 | Q62848 | inhibition, % at 16.5 µM | Arfgap1-stimulated ARF1 GTP hydrolysis, GDP FP detection | AID 651572 | 0.26% of 360,000 active;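 active = inhibition above a per-plate limit, mean inhibition of low control wells plus 3 SD, cut at about 25% in these data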;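 note: 0% = DMSO wells with enzyme and 100% = wells lacking Arfgap1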
Target sequence (Q62848 1-136 limits assumed): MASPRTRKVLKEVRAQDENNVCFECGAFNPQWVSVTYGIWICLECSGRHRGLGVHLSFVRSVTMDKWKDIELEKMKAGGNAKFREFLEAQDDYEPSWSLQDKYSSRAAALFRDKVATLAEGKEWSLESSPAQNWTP
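Material: truncated rat Arfgap1 GAP domain; Incubation: compound-enzyme preincubation 20 min, reaction 120 min, detection 60 min, 25 °C; Read-out: percent inhibition of Arfgap1-stimulated GTP hydrolysis; Technique: FP, GDP Alexa 633 tracer displaced from anti-GDP antibody, 620/688 nm; Controls: No-Arfgap1 wells (100%) versus DMSO full-reaction wells (0%); Replication: single well per compound.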
TDP2 absorb – blocks human TDP2 phosphodiesterase activity. recombinant TDP2, T5PNP hydrolysis, p-nitrophenol absorbance 415 nm. inhibition, % at 12.8 µM. 0.34% of 370,000 active. AID 720702. O95551;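 active = inhibition above the mean of all tested compounds plus 3 SD, set per campaign, cut at about 25% in these data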;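 note: 0% = DMSO with enzyme and 100% = buffer with substrate but no TDP2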
Target sequence (O95551 whole entry, looked up): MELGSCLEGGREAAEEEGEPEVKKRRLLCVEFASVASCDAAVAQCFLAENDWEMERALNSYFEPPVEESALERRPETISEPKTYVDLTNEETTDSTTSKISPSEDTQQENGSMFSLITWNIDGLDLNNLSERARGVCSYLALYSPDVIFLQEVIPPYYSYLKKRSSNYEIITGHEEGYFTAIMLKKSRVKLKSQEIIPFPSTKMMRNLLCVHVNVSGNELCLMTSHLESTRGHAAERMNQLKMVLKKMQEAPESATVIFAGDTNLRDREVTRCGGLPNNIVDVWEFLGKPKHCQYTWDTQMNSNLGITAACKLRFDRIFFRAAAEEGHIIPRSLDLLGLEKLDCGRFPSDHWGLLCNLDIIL
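Assay system: recombinant human TDP2 / Reagent: T5PNP substrate at 5 mM, a TopII-DNA adduct mimic / Measured by: epi absorbance from released p-nitrophenol / Evaluation: % inhibition relative to enzyme-containing and enzyme-free wells / Control set: enzyme-free and DMSO wells / Replicates: each compound tested once, singlicate / Schedule: enzyme reaction with compound for 2 h at 37 °C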
ADAM17 inh – inhibits human ADAM17; AID 720648; 0.83% of 370,000 active; inhibition, % at 6.95 µM; P78536; recombinant ADAM17, EDANS/DABCYL FRET peptide cleavage;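 active = inhibition above the mean of compounds lying between control limits plus 3 SD, set per campaign, cut at about 8.5% in these data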;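 note: 0% = DMSO-only wells as the low control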
Tn7 DDE FP – disrupts Tn7 cyclic peptide binding to fibrin D-Dimer-E complex. FP displacement of FITC-Tn7 peptide from fibrin DD(E); 0% = median of compound wells per plate. inhibition, % at 8.3 µM. 0.13% of 370,000 active;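 active = inhibition above the mean of compounds falling within the control limits plus 3 SD of them, cut at about 14% in these data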;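 note: 0% = plate median of compound wells and 100% = 10 µM Aha-Tn7 peptide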
Target sequence (P02675 whole entry, looked up): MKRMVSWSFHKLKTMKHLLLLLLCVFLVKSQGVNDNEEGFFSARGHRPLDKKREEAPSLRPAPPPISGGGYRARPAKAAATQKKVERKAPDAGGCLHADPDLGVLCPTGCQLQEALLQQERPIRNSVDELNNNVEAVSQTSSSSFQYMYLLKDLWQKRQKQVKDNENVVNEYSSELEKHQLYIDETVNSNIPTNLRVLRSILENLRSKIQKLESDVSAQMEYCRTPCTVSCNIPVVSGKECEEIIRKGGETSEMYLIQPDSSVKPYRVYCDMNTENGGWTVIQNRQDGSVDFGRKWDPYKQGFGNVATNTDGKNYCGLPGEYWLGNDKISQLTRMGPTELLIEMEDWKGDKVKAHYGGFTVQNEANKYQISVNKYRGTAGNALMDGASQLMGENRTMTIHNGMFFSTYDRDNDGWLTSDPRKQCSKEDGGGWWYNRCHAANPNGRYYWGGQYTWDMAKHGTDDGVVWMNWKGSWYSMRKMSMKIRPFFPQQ
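Test system: human clot-derived fibrin DD(E) complex / Quantity: 2 µM final DD(E) protein / Incubation: 10 min plus 3 h, room temperature / Measured by: fluorescence polarization / Benchmarks: high control of 10 µM Aha-Tn7 peptide / Replicates: singlicate testing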
Tn6 DDE FP – inhibitors of Tn6 peptide binding to human fibrin DD(E) | Fibrin DD(E) TRITC-Tn6 fluorescence polarization displacement | inhibition, % at 8.3 µM | 0.21% of 370,000 active | AID 720509;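 active = inhibition above a per-campaign cutoff: mean of compounds within control limits plus 3 SD, cut at about 15% in these data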;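 note: 0% = median of all compound wells on the plate and 100% = blocking peptide control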
* hit, by the source's call; i = inactive; / = not tested or not shown; & = joins results of further samples.

molecule,PLC-gamma1 inh,SIAE inh,ASAP1 GAP inh,ADAM10 inh,PLC-beta3 inh,ARFGAP1 inhibitor,TDP2 absorb,ADAM17 inh,Tn7 DDE FP,Tn6 DDE FP
CCOc1ccccc1N(CC(=O)NC1CCCC1)C(=O)CNC(=O)c1cccs1,2,-5,-4,-11,-10,13,-16,-4,6,-5
Cc1ccc(NC(=O)[C@@H]2CCCN2S(=O)(=O)c2cccc3cccnc23)c(C)c1,6,-4,/,1,5,/,1,0,-4,6
Cc1ccc(S(=O)(=O)NCC2CCC(C(=O)NCCCN3CCCC3=O)CC2)cc1 (stereo not drawn),2,3,-2,0,-4,2,5,-5,5,8
CCC(C)NC(=O)Cn1cc2c(n1)CCC(C)C2 (stereo not drawn),1,-4,-8,-14,0,-6,0,-2,-5,-2
CCC/C(O)=C1\C(=O)CC(C)(C)CC1=Nc1ccc(OC)cc1OC,4,-5,2,5,4,-9,-16,-3,2,7
CCC(c1nc2ccccc2[nH]1)n1c(=O)c(-c2ccco2)nc2ccccc21 (stereo not drawn),-65,-5,13,-151,-94,0,1,-42,5,2
CC(=O)c1cccc(NC(=O)CN2C(=O)NC3(CCCCCCC3)C2=O)c1,7,-8,-2,-4,0,-10,-12,1,1,-3
O=C(Cn1c2ccccc2c(=O)c2ccccc21)N/N=C/c1ccc(N2CCCC2)c([N+](=O)[O-])c1,-8,1,-2,-67,-11,6,6,-24,0,-2
CCN(CC(=O)Nc1ccc(NC(C)=O)cc1)C(=O)/C=C/c1cn(-c2ccccc2)nc1-c1ccc(F)cc1,4,-3,-6,-13,-1,-4,3,-3,4,4
O=C(CSc1ccccc1)Nc1ccc(N2CCOCC2)cc1,6,2,7,5,5,6,-6,0,-2,10
Cc1c(C)c2ccc(OCC(=O)Nc3ccccc3C(N)=O)cc2oc1=O,0,4,-5,-15,2,-15,5,-5,-4,-2
Cc1c(NS(=O)(=O)c2cc(C(=O)OCC(=O)N3CCC(C)CC3)ccc2Cl)c(=O)n(-c2ccccc2)n1C,-1,-2,-17,-1,-5,-2,14,-6,1,1
CSc1cccc(NS(=O)(=O)c2cccc3nsnc23)c1,6,0,-8,-3,-1,1,3,1,-3,1
O=C(COC(=O)c1cc(S(=O)(=O)N2CCOCC2)ccc1O)NCC1CCCO1 (stereo not drawn),-4,2,-11,-21,-2,5,-5,-8,-13,-4
Cc1ccnc(NC(=O)CCC(=O)N(CC(=O)NCc2ccccc2)Cc2ccco2)c1,1,-1,3,-2,1,-8,-1,-1,5,5
COc1ccccc1CNC(=O)C/C(C)=N/NC(=O)COc1ccc(C)cc1Br,-1,-1,-1,3,-1,3,-6,4,-6,-2
CCCCN1C(=O)C(CC(=O)NC2CCCCC2)CC(C(=O)N2CCOCC2)=C1C (stereo not drawn),-2,2,9,-10,0,4,18,-5,7,-5
Cc1ccc(-n2c(SCC(=O)Nc3ccc(S(=O)(=O)Nc4cc(C)nc(C)n4)cc3)nnc2-c2ccc(C(C)(C)C)cc2)cc1,3,-39,/,12,-3,/,-3,7,-4,1
CC1CCCN(S(=O)(=O)c2cccc([N+](=O)[O-])c2)C1 (stereo not drawn),1,-5,0,-6,-1,4,-12,0,-1,-6
CC(C)CC(NC(=O)C(Cc1ccc(OCc2ccccc2)cc1)NC(=O)OC(C)(C)C)C(N)=O (stereo not drawn),-5,-6,2,13,1,1,-6,-2,3,5
CCc1cccc(C)c1NC(=O)c1ccoc1C,-3,0,0,0,0,9,7,-7,-5,-4
COC(=O)c1cc(S(=O)(=O)NCCc2ccc(Cl)cc2)c[nH]1,0,-1,3,-6,-1,-9,6,-2,3,1
Cc1c(C(=O)NN)nn(-c2ccc(Cl)cc2)c(=O)c1C#N,-16,4,7,3,-34,25*,5,-4,11,1
CC(=O)N1N=C(c2ccc(C)cc2)OC1c1ccc(C)cc1 (stereo not drawn),2,-1,-5,-3,0,-4,-6,-4,2,-10
Cc1ccc(C(=O)Nc2cccc(C(=O)NC3CCCCC3)c2)cc1,2,-7,-7,2,-9,-11,12,-2,10,6
COc1ccc(CCNC(=O)c2ccc(-c3ccc([N+](=O)[O-])cc3Cl)o2)cc1,-18,1,-11,0,-26,8,-6,2,-5,-2
Nc1cc(-c2ccc(Br)cc2)[nH]n1,2,-2,-5,-1,0,21,-3,4,-6,5
C=CCNC(=O)COC(=O)C1CCN(S(=O)(=O)c2ccc3c(c2)OCCO3)CC1,0,-6,-1,-12,-9,8,-4,-7,3,-1
COc1ccc(CNC(=O)COc2ccc(S(=O)(=O)N3CCCCC3)cc2)cc1,3,-6,-4,11,-1,-1,0,1,-3,7
O=C(Nc1ccc(C(=O)N2CCOCC2)cc1)Nc1cccc(C(F)(F)F)c1,0,-16,13,10,-5,5,4,0,-6,3
CCOc1ccccc1N(CC(=O)Nc1ccc(S(=O)(=O)N2CCOCC2)cc1)S(C)(=O)=O,6,-6,2,-1,-15,-7,-18,0,-2,-2
Cc1ccc(NC(c2ccccc2)c2nc3ccccc3[nH]c2=O)cc1 (stereo not drawn),-1,0,7,0,-6,7,18,-1,0,-2
c1ccc(SCCN2CCc3ccccc3C2)cc1,0,-2,-4,5,0,2,8,0,0,3
COc1ccc(NC(=O)c2ccc(F)c(F)c2)c2ccccc12,0,-3,5,4,-5,-8,-13,1,2,8
COc1ccc(C2C=C(c3ccccc3)Nc3nc(CCCO)nn32)cc1 (stereo not drawn),i,4,2,i,i,15,-4,-409,-3,-6
O=S(=O)(Nc1ccccc1N1CCCCC1)c1ccc(F)cc1F,2,5,7,1,2,-15,-4,1,-7,3
C=CCN1C(=NC(=O)CC)SC2CS(=O)(=O)CC21 (stereo not drawn),-1,-3,0,3,1,-4,0,-3,5,4
COc1ccc(C(=O)/C(=C/N(C)C)S(=O)(=O)c2ccccc2)cc1,-6,5,-4,-2,-9,-9,-3,0,-7,2
COc1ccc([N+](=O)[O-])cc1NC(=O)COC(C)=O,-3,-16,7,2,-6,8,-3,-4,1,-11
COc1cc(C(=S)N2CCCCC2)ccc1OCC(=O)Nc1ccccc1Cl,1,-7,8,0,2,11,-7,0,10,-5
CCc1nonc1NC(=O)c1oc2cc(Br)ccc2c1C,3,-1,3,10,4,-1,-6,-4,1,0
COc1ccc(CCNC(=O)c2ccc(OCc3c(C)noc3C)cc2)cc1OC,-3,1,-12,-12,-5,1,9,-6,2,-3
O=C(NCC1CCCN(C(=O)c2cccc(C(F)(F)F)c2)C1)c1ccc(F)cc1 (stereo not drawn),1,-1,7,-2,-1,1,-4,0,2,-1
O=C(CCSCCC(=O)Nc1ccccc1F)Nc1ccccc1F,3,-3,1,-5,2,2,-1,-1,-2,0
O=C(O)CNc1ccc(S(=O)(=O)C(F)(F)F)cc1[N+](=O)[O-],-11,3,-13,-2,-26,-3,-2,-3,-4,0
O=C(CSc1nc2c(sc3ccccc32)c(=O)n1CCCN1CCCC1)NCc1ccccc1,-7,-5,-2,-172,-8,-4,4,-56,-1,-1
Cc1ccc(C)c(OCC(=O)NNC(=O)c2ccc(=O)[nH]c2)c1,1,2,-1,-9,-3,6,2,2,-2,0
CC1=C(C(=O)OC(C)C)C(c2cccnc2)C2=C(CCCC2=O)N1 (stereo not drawn),-366,-9,-10,i,i,4,-4,-239,5,0
CCOC(=O)c1c(NC(=O)CSc2nnc(-c3cccc(C)c3)n2CC)sc(C(C)=O)c1C,-1,-14,-1,12,-1,-3,-9,1,-2,9
COc1cc(Cc2cnc(N)nc2N)cc(OC)c1OC,-1&-1,6&0,-1&4,2&-3,6&-2,1&0,-6&7,0&-4,12&1,11&-3
COc1ccc(OC)c(-c2nc(C(=O)NCCCN3CCOCC3)cc3c2[nH]c2ccccc23)c1,-87,-10,8,-111,-111,8,-2,-27,4,-11
N#Cc1c(/N=C/C=C/c2ccccc2)sc2c1CCCC2,1,1,-4,-2,1,-6,7,-5,10,8
COc1ccc(Cn2c(-c3ccc(C)cc3)nc3c(c(=O)c4ccccc4n3C)c2=O)cc1,-1,-3,1,-6,-1,4,3,0,2,-1
CCCN(C(=O)COc1ccc(Cl)cc1Cl)c1c(N)n(Cc2ccccc2)c(=O)[nH]c1=O,1,-3,-5,-1,-7,-7,2,-3,3,10
COc1ccc(CCNC2=CC(=O)N(c3ccc(F)cc3)C2=O)cc1,-3,0,-1,0,-2,-4,-14,-2,6,9
CN(C)c1ccc(C(=S)N2CCN(S(=O)(=O)c3ccccc3)CC2)cc1,1,10,8,-6,-2,-6,7,-1,6,-7
CCOC(=O)c1nn(-c2ccccc2C)c2nc(Nc3ccccc3)cc(=O)n12,-5,-3,-21,11,-5,6,0,-2,10,0
Cc1ccc(NC(=O)c2cccc(OC(F)F)c2)c(OC(F)F)c1,2,2,-2,5,3,18,-2,2,-5,-5
O=C(Nc1ccccc1C(F)(F)F)OCCCN1CCC2(CCC(c3ccccc3)CC2)C1=O (stereo not drawn),4,-8,/,12,-7,/,-7,3,5,-3
Cc1cccn2c(=O)c(/C=C(\C#N)S(=O)(=O)c3ccccc3)c(N3CCC(C(N)=O)CC3)nc12,-14,-3,-2,-18,-24,-16,0,-5,5,1

(more compounds)
molecule,PLC-gamma1 inh,SIAE inh,ASAP1 GAP inh,ADAM10 inh,PLC-beta3 inh,ARFGAP1 inhibitor,TDP2 absorb,ADAM17 inh,Tn7 DDE FP,Tn6 DDE FP
CN(C)S(=O)(=O)n1cc(/C=C(\NC(=O)c2ccccc2)C(=O)N2CCOCC2)c2ccccc21,-4,2,14,-2,-2,-16,2,-2,-2,0
CCCCOc1ccc(NC(=O)C(=O)NCCC2=CCCCC2)cc1,1,-4,7,-10,3,-1,2,-5,0,-3
N#Cc1ccc(OCC(=O)OCC(=O)N2CCc3ccccc32)cc1,-1,6,6,-9,-3,15,3,-3,-4,4
O=C(OCC(=O)N1CCC(Cc2ccccc2)CC1)c1cncc(Br)c1,-3,4,2,-8,-5,-12,3,-2,4,-5
O=C(NC1=NCCS1)c1nc(-c2ccccc2)n(-c2ccccc2)n1,-2,-5,-5,0,0,-1,19,-5,-5,4
Cc1ccc(-c2csc(NC(=O)c3cccc(S(=O)(=O)N4CCN(C)CC4)c3)n2)cc1,0,-6,7,10,-2,-4,-3,-2,-9,3

Rows were taken by chance (roughly 3.6% active in at least one column).
